NCI-60 one-dose screen, 48 h, at 10 µM unless noted. Numbers give growth in % (100 = growth as untreated, 0 = no growth, -100 = all killed).
NCI/ADR-RES = NCI/ADR-RES ovarian cells. actives 4.4% (n = 81,000). AID 1794790
COLO 205 = COLO 205 colon cancer; actives 7.3% (n = 79,000); AID 1794742
NCI-H322M = NCI-H322M lung cancer; actives 2.7% (n = 80,000); AID 1794733
IGROV1 = IGROV1 ovarian cancer | actives 4.7% (n = 79,000) | AID 1794786
NCI-H23 = NCI-H23 lung cancer; actives 4% (n = 80,000)
NCI-H226 = NCI-H226 lung cancer; actives 3.5% (n = 79,000)
NCI-H522 = NCI-H522 lung cancer. actives 8% (n = 78,000). AID 1794739
SK-OV-3 = SK-OV-3 ovarian cancer cells; actives 3.2% (n = 80,000); AID 1794785
NCI-H460 = NCI-H460 lung cancer | actives 6.8% (n = 82,000)
An asterisk follows results filed as active; · = no result given. How the source made its calls: active means growth percent below 10; inactive means the rest. Compounds were not picked by outcome; overall some 11% were active at least once.

Below each SMILES: NCI/ADR-RES, COLO 205, NCI-H322M, IGROV1, NCI-H23, NCI-H226, NCI-H522, SK-OV-3, NCI-H460
1. COc1ccccc1Cn1cc2c(c1)-c1oncc1CC2
 : -3.0*, -28*, 24, 16, 21, 39, 43, -18*, 4.0*
2. Clc1ccc2c(c1)C1CC(c3ccccc3)=NN1C(c1ccncc1)O2 (centres undefined)
 : 85, 100, 85, 46, 84, 82, 68, 74, 70
3. O=C(O)CCC(=O)/C=C\c1ccc2c(c1)OCO2
 : 112, 99, 118, 105, 101, 90, 113, 105, 104
4. CCCOC(=O)c1ccc(C)cc1
 : 107, 120, 113, ·, 100, 114, 109, 112, 109
5. CC(=O)Nc1ccc(Cl)cc1-c1n[nH]c(=O)[nH]c1=O
 : 104, 115, 106, 127, 95, ·, ·, 95, 102
6. CC(=O)Nc1ccc(-c2cc3c(NCc4ccc(Cl)cc4)ncnc3s2)cc1
 : 86, 98, 96, 71, 86, 77, 68, 95, 88
7. CC(O)CC(=O)NN (centres undefined)
 : 106, 111, 103, 103, 103, 99, 109, 106, 103
8. COc1ccc(OC)c(NC(=O)CC(C)=O)c1
 : 109, 120, 99, 100, 101, 104, 97, 101, 112
9. Nc1ccc2ccccc2c1O
 : 103, 98, 100, 61, 80, 103, 88, 88, 114
10. O=C(Sc1ccccc1C(=S)S)c1ccccc1
 : 103, 109, 102, 97, 103, 107, 103, 102, 100
11. COCCNC(=O)Nc1ccc(C)cc1
 : 120, 120, 104, 112, 120, 108, ·, 112, 103
12. COc1ccc2c(c1)[nH]c1c(/C=C/c3ccccc3)nccc12
 : 53, 14, 71, -16*, 61, 73, 40, 65, 56
13. Nc1nc(SCc2ccccc2)cc(SCc2ccccc2)n1
 : 114, 97, 107, 96, 97, 108, 103, 97, 118
14. CN(C)CCCn1c2nc(=O)[nH]c(=O)c-2nc2cc(Cl)c(Cl)cc21
 : 86, 4.3*, 69, 54, 109, 105, -24*, 109, 107
15. COc1ccc(-c2cn(-c3cccc(C(=O)/C=C/c4cc(OC)c(OC)c(OC)c4)c3)c(=O)[nH]2)cc1
 : ·, ·, 106, 8.7*, -2.3*, 33, -39*, 32, -44*
16. Cc1nn(CC(O)c2ccccc2)c(N)c1C(=O)N/N=C\c1ccc(OC(F)F)c(OCc2ccccc2)c1 (centres undefined)
 : 90, 94, 95, 93, 94, 91, 82, 94, 100
17. O=C1NC(=S)NC(=O)C1=Cc1ccc(OCC(=O)N2CCCCC2)cc1
 : 103, 104, 93, 99, 102, 94, 100, 93, 105
18. Nc1n[nH]c(CCCO)c1-c1nc2ccccc2s1
 : 108, 109, 101, 108, 100, 97, 91, 100, 105
19. CCn1c(N/N=C\c2ccc(F)cc2)nc2c1c(=O)n(C)c(=O)n2C
 : 100, 105, 99, 98, 98, 96, 100, 112, 100
20. COc1cc(/C=C2\SC(=S)N(/C=C/c3nc4ccccc4[nH]c3=O)C2=O)cc(OC)c1OC
 : 87, 101, 89, 90, 70, 77, 60, 76, 92
21. O=C(/C=C/c1cccc(F)c1)c1cccc(OCCCOc2cccc(C(=O)/C=C/c3cccc(F)c3)c2)c1
 : 90, 82, 101, 37, 49, 77, 83, 124, 96
22. Cc1ccc(C(=O)Nc2cc(-n3ccnc3C)cc(C(F)(F)F)c2)cc1C#Cc1cnc2cccnn12
 : 4.3*, -20*, 21, 4.7*, -26*, -33*, -29*, -0.3*, 5.9*
23. O=NN(CCCl)C(=O)Nc1cc2c3ccccc3ccc2c2ccccc12
 : 80, 95, 73, 76, 86, 83, 69, 83, 71
24. O=C(c1ccccc1)c1ccc2nc(-c3ccccc3Cl)[nH]c2c1
 : 101, 100, 103, 111, ·, 106, 99, 105, 104
25. Brc1ccccc1-c1cn2c(ccc3ccccc32)n1
 : 76, 116, 96, 84, 81, 89, 79, 86, 95
26. CCCCOC(=O)N1CCCCC1C (centres undefined)
 : 108, 93, 115, 107, 106, 98, 91, 105, 115
27. Cc1ccc(C(=O)NCCCNc2nccc(-c3c(-c4cccc(F)c4)nc4sccn34)n2)cc1
 : 53, 55, 95, 55, 91, 48, 93, 61, 92
28. O=C(O)c1cccc2c1Cc1cc([N+](=O)[O-])ccc1-2
 : 100, 107, 109, 92, 103, 100, 103, 107, 110
29. CCOC(=O)c1[nH]cc(-c2ccccc2)c1-c1cc(OC)c2c(c1OC)OCO2
 : 100, 133, 93, 83, 98, 94, 100, 109, 103
30. COc1cc(C2c3cc4c(cc3C(O)C(CO)C2CO)OCO4)cc(OC)c1OC (centres undefined)
 : 79, -3.8*, -0.3*, 14, 43, 40, 3.3*, 16, 4.7*

A draw from above in order of molar mass, largest number first.
Below each SMILES: NCI/ADR-RES, COLO 205, NCI-H322M, IGROV1, NCI-H23, NCI-H226, NCI-H522, SK-OV-3, NCI-H460
23. O=NN(CCCl)C(=O)Nc1cc2c3ccccc3ccc2c2ccccc12
 : 80, 95, 73, 76, 86, 83, 69, 83, 71
5. CC(=O)Nc1ccc(Cl)cc1-c1n[nH]c(=O)[nH]c1=O
 : 104, 115, 106, 127, 95, ·, ·, 95, 102
3. O=C(O)CCC(=O)/C=C\c1ccc2c(c1)OCO2
 : 112, 99, 118, 105, 101, 90, 113, 105, 104

The list continues.
Below each SMILES: NCI/ADR-RES, COLO 205, NCI-H322M, IGROV1, NCI-H23, NCI-H226, NCI-H522, SK-OV-3, NCI-H460
31. CC(C)(C)CC(N)=O
 : 102, 109, 108, 112, 100, 96, 111, 88, 103
32. Cc1ccc(-c2cnc3sc4c(-c5ccccc5)n[nH]c(=O)c4n23)cc1
 : 103, 113, 96, 96, 96, 103, 93, 105, 116
33. O=C(Nc1cccc(NC(=O)c2cc(S(=O)(=O)Nc3cccc(Cl)c3)c(O)c(O)c2O)c1)c1cc(S(=O)(=O)Nc2cccc(Cl)c2)c(O)c(O)c1O
 : 105, 113, 95, 107, 98, 103, 91, 93, 102
34. O=C(N=Nc1c(O)[nH]c2ccccc12)Nc1ccc(C(F)(F)F)cc1
 : 97, 94, 90, 83, 84, 88, 84, 87, 97
35. CCNC(=NCCCN(C)C)N/C(N)=N/c1nc2ccccc2s1
 : 97, 79, 91, 91, 99, 93, 99, 90, 104
36. Nc1nc(-c2nnc(Nc3ccccc3)s2)cs1
 : 107, 106, 104, 101, 103, 94, 93, 105, 106
37. O=C1OC(c2ccccc2)=N/C1=C\c1ccc(Cl)cc1Cl
 : 106, 110, 111, 115, 113, 94, ·, 107, 102
38. O=S(=O)(Oc1ccc(-c2cn3ccsc3n2)cc1)c1ccc(Cl)c(C(F)(F)F)c1
 : 99, 116, 101, 109, 98, 94, 92, 112, 105
39. C[C@H]1CC[C@H]2O[C@]2(C)CC/C=C\CC(=O)C1
 : 99, 74, 90, 91, 98, 83, 101, 93, 66
40. CCn1c(Cc2ccccc2Nc2c(Cl)cccc2Cl)nnc1SCC(=O)Nc1cccc(OC)c1
 : 86, 96, 79, 67, 85, 83, 43, 85, 85
41. Cc1cc(=O)n2[nH]nnc2n1
 : 104, 104, 106, 111, 102, 97, 90, 116, 118
42. Nc1nc(Cl)ncc1[N+](=O)[O-]
 : 103, 112, 90, 94, 103, 103, 95, 115, 111
43. N#Cc1c(N2CCOCC2)nc2n(c1=O)-c1ccccc1Sc1ccccc1-2
 : 101, 95, 75, 96, 102, 109, 102, 98, 105
44. C=C1CC[C@@H]2[C@](C)(COC(C)=O)[C@H](OC(C)=O)CC[C@@]2(C)[C@@H]1CC(NCc1cccc(Cl)c1)C1=CCOC1=O (some centres undefined)
 : 60, 37, 75, 64, 53, 46, 52, 73, 35
45. CC(=O)NC(NC(C)=O)c1cccnc1
 : 104, ·, 111, 117, 96, 96, 109, 121, 104
46. COc1ccc2c(c1)=C(c1sc(Nc3nc(C)c(C(C)=O)s3)nc1O)C(=O)N=2
 : 95, 116, 91, 88, 99, 96, 92, 105, 102
47. Cc1nc2ccc(Cl)cn2c1-c1nnc(SCc2ccccc2)o1
 : 87, 126, 90, 65, 77, 87, 95, ·, 98
48. O=C(c1ccccc1)c1ccc2ccccc2c1
 : 112, 112, 98, 98, 110, ·, 77, 126, 109
49. O=C1c2ccccc2CCC1[n+]1ccccc1 (centres undefined)
 : 102, 82, 101, 106, 96, 105, 64, 79, 106
50. COc1ccc(Nc2ncc(Br)c(NCCCNC(=O)c3cccs3)n2)cc1
 : 47, 33, 56, 21, 39, 33, 61, 49, 25
51. O=c1c(I)c[nH]cc1I
 : 113, 108, 98, ·, 109, 105, 96, 103, 105
52. COc1cc(C2NCCc3cc4c(cc32)OCO4)cc(OC)c1OC (centres undefined)
 : 98, 106, 112, 102, 107, 92, 100, 100, 109
53. O=C(c1ccccc1)c1ccc(O)c(O)c1O
 : 99, 119, ·, 96, 98, ·, 106, 114, 112
54. CN(C)CCCOS(=O)C(c1ccccc1)c1ccccc1 (centres undefined)
 : 105, 108, 90, 105, 97, 79, 88, 101, 106
55. CCCCCC#Cc1ccc(C(=O)c2c(CCCC)oc3ccc([N+](=O)[O-])cc23)cc1
 : 94, 103, 100, 104, 79, 87, 83, 84, 88
56. O=C(NN(C(=O)c1ccccc1)c1ccccc1)c1ccccc1
 : 103, 109, 128, 116, 100, 97, 99, 99, 121
57. O=C(c1ccccc1)c1cccc(C(Br)Br)c1
 : ·, 97, 95, 70, 93, 101, 66, 94, 66
58. N#Cc1ccc(Oc2ccc(C#N)c(C#N)c2)cc1C#N
 : 96, 101, 104, 113, 94, 112, 92, 105, 100
59. Cc1ccnc(NS(=O)(=O)c2ccc(N=Nc3ccc(O)c4ncccc34)cc2)n1
 : 94, 117, 84, 77, 101, 91, 97, 103, 78
60. C/C1=C\CC[C@@]2(C)O[C@H]2[C@H]2OC(=O)[C@@H](C)[C@@H]2CC1
 : 97, 120, 100, 100, 92, 109, 95, 106, 101

Reformatted with each value named: entries from further up
(58) N#Cc1ccc(Oc2ccc(C#N)c(C#N)c2)cc1C#N
  NCI/ADR-RES = 96; COLO 205 = 101; NCI-H322M = 104; IGROV1 = 113; NCI-H23 = 94; NCI-H226 = 112; NCI-H522 = 92; SK-OV-3 = 105; NCI-H460 = 100
(39) C[C@H]1CC[C@H]2O[C@]2(C)CC/C=C\CC(=O)C1
  NCI/ADR-RES = 99; COLO 205 = 74; NCI-H322M = 90; IGROV1 = 91; NCI-H23 = 98; NCI-H226 = 83; NCI-H522 = 101; SK-OV-3 = 93; NCI-H460 = 66

Later entries:
Below each SMILES: NCI/ADR-RES, COLO 205, NCI-H322M, IGROV1, NCI-H23, NCI-H226, NCI-H522, SK-OV-3, NCI-H460
61. CC(C)[C@@]12C[C@@H](OC(=O)C3CO3)[C@@](C)(O1)[C@@H]1CC[C@@H](C)[C@H]1[C@@H]2OC(=O)/C=C/c1ccccc1 (some centres undefined)
 : 59, 107, 84, 75, 86, 68, 73, 77, 101
62. O=C1NC(=S)S/C1=C\c1ccccc1Cl
 : 89, 119, 103, 102, 84, 94, 94, 91, 96
63. COc1cccc2ncc(C)c(=O)n12
 : 103, 105, 112, 89, 97, 87, 88, 106, 107
64. CS(=O)(=O)c1ccc(-c2cnc3ccc(-c4cccc(C(F)(F)F)c4)nn23)cc1
 : 59, 65, 55, 30, 74, 89, 75, 65, 47
65. Cc1[nH]n(C(=O)c2ccncc2)c(=O)c1N=Nc1ccc(O)c(C(=O)O)c1
 : 110, 113, 91, 95, 106, 86, 104, 108, 114
66. O=c1c(F)cn2c(=O)n1Cc1ccccc1C2
 : 95, 107, 93, 96, 91, 93, 67, 98, 115
67. CC(=O)Oc1cccc(C(=O)O)c1OC(C)=O
 : 102, 103, 107, 116, 101, 97, 111, 103, 102
68. C=C(C)[C@@H]1CC[C@]2(C(=O)O)CC[C@]3(C)[C@H](CC[C@@H]4[C@@]5(C)Cc6cc(Cc7ccccc7)oc6C(C)(C)[C@@H]5CC[C@]43C)[C@@H]12
 : 94, 99, 89, 101, 77, 70, 54, 87, 73
69. c1ccc(CCc2ccccn2)cc1
 : 115, 91, 136, 130, 101, 101, 100, 119, 111
70. COc1ccc2ccc3ccc(OC)c(OC(C)=O)c3c2c1
 : 87, 123, 96, 116, 97, 91, 84, 113, 99
71. CN(Cc1ccccc1)c1nc(Cl)c(C2CC(c3ccc(Br)cc3)=Cc3[nH][nH]c(=O)c32)s1 (centres undefined)
 : 98, 125, 107, 91, 99, 100, 91, 104, 104
72. Clc1ccc(/C=N/N=C(N/N=C/c2ccc(Cl)cc2Cl)N/N=C/c2ccc(Cl)cc2Cl)c(Cl)c1
 : 91, 107, 106, 109, 91, 96, 104, 106, 87
73. CC1(C)c2nccnc2C[C@]2(C)[C@H]3CC[C@@H]4[C@@H]([C@@]5(C)CCC(=O)O5)CC[C@@]4(C)[C@]3(C)CC[C@@H]12
 : 101, 109, 106, 114, 102, 114, 90, 100, 111

Assay outcomes from PubChem.
